# TRb SRC2 PPI: TRbeta-SRC2 interaction inhibition; TRbeta-SRC2 peptide binding, fluorescence polarization; receptor liganded with 1 µM T3; Potency, µM (doses to about 106 µM), inactives show at the highest dose activity change, negative = inhibition, usual class: inhibitors; 0.065% of 280,000 active;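 note: plate controls were bound peptide for no effect and peptide without receptor for full effect; nearly all actives have a fitted effect of over 50% in size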
# Target sequence (P10828 whole entry, looked up): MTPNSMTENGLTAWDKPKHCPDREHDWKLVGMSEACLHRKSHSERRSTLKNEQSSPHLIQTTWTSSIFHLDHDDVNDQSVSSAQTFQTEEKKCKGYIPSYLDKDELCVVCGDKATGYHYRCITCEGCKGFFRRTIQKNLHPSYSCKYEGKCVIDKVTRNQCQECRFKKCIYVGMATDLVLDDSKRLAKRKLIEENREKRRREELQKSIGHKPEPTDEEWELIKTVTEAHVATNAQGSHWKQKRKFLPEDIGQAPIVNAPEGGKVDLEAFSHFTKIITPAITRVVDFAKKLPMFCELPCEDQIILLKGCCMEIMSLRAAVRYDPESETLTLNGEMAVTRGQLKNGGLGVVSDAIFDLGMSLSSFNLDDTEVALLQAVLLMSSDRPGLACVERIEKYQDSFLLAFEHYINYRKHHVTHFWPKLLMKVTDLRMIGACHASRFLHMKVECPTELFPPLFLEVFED
#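 Binding of a 20-amino-acid Texas Red SRC2 peptide (20 nM) to TRb ligand-binding domain (0.6 uM) with agonist T3 at 1 uM was followed by fluorescence polarization after a 5 hr room-temperature incubation.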
# GAA inhib: blocks human lysosomal alpha-glucosidase; P10253; purified human GAA, 4-MU-alpha-glucoside fluorescence; Potency, µM (top dose mostly 76.9 µM), inactives show at the top dose activity change, negative = inhibition, most hits filed as inhibitors; 0.005% of 200,000 active; AID 1466;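 note: plate controls were uninhibited enzyme wells for no effect and no-enzyme background for full effect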
#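 qHTS format, compound range up to 77 uM. Human lysosomal enzyme at 4 nM, 400 uM 4-MU glucoside substrate, pH 5.0, 20 min room temperature; fluorescence after alkaline stop gives activity normalized to controls.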
# RGS12 GoLoco inh: inhibitors of human Gai1-RGS12 GoLoco interaction (red fluorophore). P63096. Gai1:RGS12 GoLoco peptide FP, rhodamine, 10 min. Potency, µM (titrated, usually from 61.6 µM), inactives show at the top dose activity, negative = inhibition, hits mostly inhibitors. 0.44% of 230,000 active; active = well fitted inhibition curve with a large enough effect, not every such curve was filed as active; inactive = no such curve, though single readings can be large or run the other way; note: nearly all actives have a fitted effect of over 30% in size; many of its hits are not listed in these tables
# Target sequence (P63096 whole entry, looked up): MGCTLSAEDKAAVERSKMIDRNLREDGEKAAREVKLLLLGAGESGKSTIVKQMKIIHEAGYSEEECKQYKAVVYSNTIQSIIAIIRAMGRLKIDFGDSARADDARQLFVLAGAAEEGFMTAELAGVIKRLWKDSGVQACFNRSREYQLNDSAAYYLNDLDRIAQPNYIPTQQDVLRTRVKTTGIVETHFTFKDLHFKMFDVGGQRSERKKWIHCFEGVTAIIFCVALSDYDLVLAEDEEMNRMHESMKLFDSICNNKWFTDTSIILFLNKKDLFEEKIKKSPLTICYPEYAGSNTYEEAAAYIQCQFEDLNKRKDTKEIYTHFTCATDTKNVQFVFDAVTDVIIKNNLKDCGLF
# TexasRed fluor: Texas Red fluorescence interference in TRb-SRC2 counter-screen; TRb/SRC2 Texas Red total fluorescence interference; Potency, µM (top dose mostly 106 µM), without a hit: at the highest dose fluorescence change, negative = quenching; 0.29% of 280,000 active; active = well fitted curve in either direction with a large enough effect; inconclusive = small, poorly fitted or top-dose-only effect
#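 Flags fluorescent or light-absorbing compounds by total fluorescence, S + 2P, at 555 nm excitation and 632 nm emission. Mixture: 20 nM Texas Red SRC2 peptide, 0.6 uM human TRb LBD, 1 uM T3, 5% DMSO; compound exposure 5 h at ambient temperature.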
# L3MBTL1 inh: inhibitors of human L3MBTL1 | AlphaScreen L3MBTL1–H3K9me1 peptide binding | Potency, µM (top dose mostly 57.1 µM), for inactives: top-dose activity, negative = inhibition, most hits filed as inhibitors | 0.66% of 230,000 active | AID 485360; note: nearly all actives have a fitted effect of over 60% in size
#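 L3MBTL1 (50 nM) pre-complexed 30 min with biotinylated H3(1-15)K9me1 peptide (75 nM), then compounds added for 30 min at room temperature; AlphaScreen streptavidin donor/nickel chelate acceptor beads (10 ug/mL final) read after 30 min dark incubation.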
# GAA glycogen mod: GAA glycogen-cleavage inhibition or activation; recombinant GAA, glycogen substrate, Amplex Red glucose oxidase fluorescence; 0.38% of 300,000 active; Potency, µM (doses to about 76.4 µM), inactives show at the highest dose activity change, negative = inhibition, most hits filed as inhibitors; P10253;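 note: 0% = full enzyme reaction and -100% = no-enzyme basal signal; the screen sought inhibitors and activators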
#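 Recombinant human alpha-glucosidase (4 nM final) hydrolysed bovine liver glycogen (30 ug) for 40 min at 37 C in pH 5.0 citrate/phosphate with 0.01% Tween-20. Released glucose detected by glucose oxidase/Amplex Red, Ex 573/Em 610 nm. Compounds up to 77 uM; AC50 from Hill fits.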
# GAA spleen mod: inhibits or activates alpha-glucosidase in human spleen homogenate. P10253. human spleen homogenate, 4-MU-alpha-glucoside fluorescence. Potency, µM (doses to about 79.9 µM), inactives show top-dose activity change, negative = inhibition, actives largely listed as inhibitors. 0.006% of 240,000 active. AID 2112;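 note: 0% = enzyme with vehicle and -100% = no enzyme basal signal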
#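 Compounds were titrated against alpha-glucosidase in spleen homogenate at pH 5.0, with 1 mM 4-methylumbelliferyl substrate for 40 min at 37 C. Reactions were quenched with pH 10 NaOH/glycine and fluorescence measured.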
# RECQ1 helicase: inhibitors of human RECQ1 DNA helicase. P46063. RECQ1 DNA unwinding, red fluorescence kinetic read. Potency, µM (titrated, usually from 57.3 µM), for inactives: top-dose activity, negative = inhibition, most hits filed as inhibitors. 0.54% of 240,000 active. AID 2549;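 note: plate controls were vehicle for no effect and no enzyme for full effect; nearly all actives have a fitted effect of over 30% in size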
#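 RECQ1T1 50 nM; forked duplex (20 bp + 30-nt ss tails) 200 nM, ATP 2 mM final; pH 8.0, 2 mM MgCl2, 2.5 ug/ml poly(dI-dC); 15 min compound preincubation; discontinuous kinetic read over 2 h at RT.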
# * marks the source's active call; other numbers are inactive results; i = inactive; ? = inconclusive; nt = not tested or not shown; & = joins results of further samples; [ ] = dose if it differs, or a comment. Unless noted, calls come from the whole dose curve; as a rule, active = well fitted curve in the direction sought with a large enough effect; inconclusive = small, poorly fitted or top-dose-only effect, or another doubt; inactive = no such curve, though single readings can be large; an effect the other way counts as inactive or inconclusive. Unless noted, % is set by controls: 0 for no effect and ±100 for the full control effect; potency is the fitted concentration of half-maximal effect. Not all compounds are listed; the hit share may differ from the screen's.
no.	Molecule	TRb SRC2 PPI	GAA inhib	RGS12 GoLoco inh	TexasRed fluor	L3MBTL1 inh	GAA glycogen mod	GAA spleen mod	RECQ1 helicase
1	Cn1cnnc1SCC(=O)N(Cc1ccc2c(c1)OCO2)C1(C(=O)NC2CCCCC2)CCCC1	-1%	4%	3%	-3%	2%	-2%	-6%	-5%
2	O=[N+]([O-])c1cc(/C=N/O)ccc1Sc1ccccc1	-15%	-12%	-1%	1%	nt	-25%	-3%	25%
3	Cc1cc2oc(=O)cc(C)c2cc1NC(=O)CCl	-3%	1%	-20%	-3%	18%	8%	7%	i
4	CCN(CC)S(=O)(=O)c1ccc(N2CCOCC2)c(NC(=O)c2cc(C)cc(C)c2)c1	2%	-2%	5%	0%	5%	-8%	-6%	-16%
5	COC(=O)C1C/C(=N\NS(=O)(=O)c2ccc(C)cc2)c2sccc2C1 (stereo not drawn)	2%	-8%	-12%	-5%	2%	-24%	-4%	i
6	O=C1c2ccccc2C(=O)N1CCc1c[nH]c2ccccc12	-6%	?	15%	-1%	-23%	-11%	-11%	-2%
7	O=C(CSc1nc2c(sc3ccccc32)c(=O)n1CCCN1CCOCC1)NC1CCCC1	-13%	-13%	6%	-4%	-5%	8%	-9%	-4%
8	CCC(C)NC(=O)CN(c1cc(Cl)cc(Cl)c1)S(C)(=O)=O (stereo not drawn)	-4%	-4%	-20%	0%	-2%	7%	1%	0%
9	O=C(Nc1ccccc1C(F)(F)F)Nc1cccc2ccccc12	-25%	2%	-6%	1%	8%	10%	-2%	10%
10	Cc1nc(-c2coc3c(O)c(O)ccc3c2=O)cs1	7%	nt	-8%	-4%	nt	nt	9%	i
11	COc1ccc(NC(=O)c2cc(-c3ccco3)nc3ccccc23)cc1S(=O)(=O)N1CCOCC1	5%	?	29%	?	-86%	-6%	-1%	?
12	COc1cc2c(c(OC)c1OC)CC(=O)N(C)CC2	-3%	3%	9%	-1%	3%	12%	1%	-7%
13	O=C(CSCSCC(=O)Nc1ccc2c(c1)OCO2)Nc1ccc2c(c1)OCO2	-1%	-7%	5%	2%	1%	5%	3%	-5%
14	CC(=O)Nc1cccc(NC(=O)c2cc(C)on2)c1	-1%	-4%	-2%	-5%	-2%	-1%	-7%	5%
15	COc1ccc(Nc2nc3ccc(C)cc3cc2C#N)c(OC)c1	-6%	0%	-13%	-67%	18%	6%	-12%	-8%
16	C/C=C/C1Oc2ccc(OC)cc2N2C(=O)C(C)C(OCOC)C12 (stereo not drawn)	6%[11.2 µM]	nt	nt	1%[11.2 µM]	nt	nt	-2%[17.4 µM]	-6%[11.5 µM]
17	COc1ccc(-c2noc(CCC(=O)N3CCN(c4cccc(C(F)(F)F)c4)CC3)n2)cc1	5%	-9%	18%	1%	nt	-15%	-8%	-15%
18	O=C(O)c1ccccc1Nc1cccc(C(F)(F)F)c1	2%	-5%[15.4 µM]	10%	-1%	-1%	7%	12%	10%
19	CCCCCCCCCCCCOS(=O)(=O)O	15%[201 µM]	nt	7%&5%&-7%	0%[201 µM]	nt	nt	-1%&12%	?
20	O=C(O)c1ccccc1N=Cc1c(O)n(-c2nccs2)c(=O)c2ccccc12	-4%	nt	2%	-4%	-3%	7%	0%	-1%
21	CC(C)NC(=O)CSc1nnc(-c2ccncc2)n1-c1ccccc1	-16%	-10%	-2%	-1%	nt	-3%	-15%	-10%
22	COc1cccc(CNC(=O)C2CCN(c3cnccn3)CC2)c1	4%	5%	-12%	-1%	13%[11.4 µM]	1%	-1%	0%
23	Cc1ccc(C(=O)OCC(=O)c2c[nH]c3ccccc23)cc1S(=O)(=O)N1CCCCC1	1%	-3%	14%	0%	-28%	-2%	-5%	-17%
24	O=C(OCC(F)(F)F)[C@H](O)[C@@H](O)C(=O)OCC(F)(F)F	9%	nt	-1%	-1%	nt	nt	-4%	-4%
25	C/C(=N/NC(=O)c1cccnc1)C1=C(O)CC(C)(C)CC1=O	-3%	0%	6%	-2%	nt	-5%	-13%	i
26	Cc1cc(C)c(S(=O)(=O)N2CCC(C(=O)NCc3ccc(Cl)cc3Cl)CC2)c(C)c1	-3%	-9%	-3%	-3%	nt	?	-3%	i
27	O=C(Oc1ccc([N+](=O)[O-])cc1)c1ccc(Cl)c(S(=O)(=O)N2CCCCC2)c1	-3%	-2%	2%	0.32µM*[quencher]	9%	-2%	-10%	-10%
28	O=C(c1c[nH]c2ccccc12)N1CCN(c2ccccc2)CC1	3%	-6%	-13%	-1%	nt	-2%	4%	-11%
29	O=c1oc(-c2ccccc2)nc2sc3c(c12)CCCC3	-22%	-2%	21%	2%	nt	-5%	-3%	3%
30	O=C(Nc1ccccn1)Nc1cccs1	-3%	2%	6%	3%	nt	12%	-4%	1%

# Part of the list above in order of molar mass, high to low.
no.	Molecule	TRb SRC2 PPI	GAA inhib	RGS12 GoLoco inh	TexasRed fluor	L3MBTL1 inh	GAA glycogen mod	GAA spleen mod	RECQ1 helicase
26	Cc1cc(C)c(S(=O)(=O)N2CCC(C(=O)NCc3ccc(Cl)cc3Cl)CC2)c(C)c1	-3%	-9%	-3%	-3%	nt	?	-3%	i
27	O=C(Oc1ccc([N+](=O)[O-])cc1)c1ccc(Cl)c(S(=O)(=O)N2CCCCC2)c1	-3%	-2%	2%	0.32µM*[quencher]	9%	-2%	-10%	-10%
25	C/C(=N/NC(=O)c1cccnc1)C1=C(O)CC(C)(C)CC1=O	-3%	0%	6%	-2%	nt	-5%	-13%	i

# More compounds.
no.	Molecule	TRb SRC2 PPI	GAA inhib	RGS12 GoLoco inh	TexasRed fluor	L3MBTL1 inh	GAA glycogen mod	GAA spleen mod	RECQ1 helicase
31	COc1ccc(C(=O)O)cc1S(=O)(=O)NC(C)C	-5%	nt	7%	-1%	2%	5%	-1%	-2%
32	C=CCNC(=S)NNC(=O)C(CCCC)CC(C)(C)O (stereo not drawn)	6%	2%	-13%	-3%	-6%	?	2%	0%
33	CCN(CC)S(=O)(=O)c1cccc2cc(C(=O)O)c(O)cc12	-8%	-7%	0%	0%	9%	1%	-8%	-9%
34	CC1Cc2cc(/C(O)=C3/C(=O)C(=O)N(CCCn4ccnc4)C3c3ccco3)ccc2O1 (stereo not drawn)	-3%	-3%	-14%	-12%	0%	-4%	1%	-5%
35	CCOC(=O)c1cnc2c(F)ccc(F)c2c1Sc1ccccc1	7%	nt	5%	-2%	-3%	0%	-7%	-1%
36	CC(=O)Nc1ccc(NC2=C/C(=N/S(=O)(=O)c3cccs3)c3ccccc3C2=O)cc1	-17%	-8%	15%	-24%	?	6%	0%	12%
37	COc1ccccc1-n1c(-c2ccccc2)c[nH]c1=S	-6%	1%	15%	1%	1%	-23%	-2%	-2%
38	COC(=O)c1ccc(C(=O)OC)c(NC(=S)N2CCCCC2C)c1 (stereo not drawn)	-6%	?	8%	0%	-1%	-1%	-1%	-1%
39	Cc1ccc(-c2csnn2)cc1	10%	2%	9%	3%	2%	3%	7%	-11%
40	CCOC(=O)c1[nH]c(C)c(C(=O)OCC)c1C	10%	-2%	-54%	2%	nt	17%	-4%	1%
41	O=C(COc1ccccc1)NC(=S)Nc1ccc2c3c(cccc13)CC2	-11%	1%	22%	-1%	nt	4%	1%	-3%
42	OCCC1CN(Cc2c(F)cccc2Cl)CCN1C1CCCC1 (stereo not drawn)	5%	?	3%	0%	9%	16%	0%	-2%
43	N=C1CCCN1CC(=O)c1ccc(Br)cc1	2%	1%	-1%	-2%	8%	7%	-1%	-5%
44	Cc1ccc(S(=O)(=O)N2CCOCC2)cc1NC(=O)c1cccc(S(=O)(=O)N2CCCC2)c1	1%	?	-6%	-1%	-5%	-12%	12%	20%
45	O=C(CNC(=S)N(Cc1ccccc1)Cc1ccccc1F)NCc1ccc(Cl)cc1	0%	?	5%	-1%	25%	-9%	nt	-9%
46	COc1ccc(NC(=S)N2CCN(Cc3ccccc3)CC2)cc1	4%	1%	-6%	2%	nt	0%	2%	-10%
47	CCOCCCNC(=O)N[C@@H](Cc1ccccc1)C(=O)OC	4%	4%	-4%	0%	-1%	-5%	0%	-2%
48	CCCOc1ccc(C(C)=O)cc1CN1CCOCC1	6%	7%	9%	1%	6%	5%	-7%	-5%
49	CCOC(=O)C1(Cc2ccccc2C)CCCN(S(=O)(=O)c2cccnc2)C1 (stereo not drawn)	-4%	4%	6%	-1%	1%	11%	-1%	-5%
50	S=C(NCc1ccccc1)N1CCN(c2cccc(Cl)c2)CC1	4%	0%	4%	-1%	-2%	-21%	1%	-8%
51	CC(=O)SC1CC2=CC(=O)CCC2(C)C2CCC3(C)C(CCC34CCC(=O)O4)C12 (stereo not drawn)	3%	9%	9%	-2%	6%	4%	-4%	14%
52	C=CCN(CC=C)S(=O)(=O)c1ccc(NC(=O)COc2ccccc2OC)cc1	-1%	1%	-1%	3%	13%	-15%	-3%	-5%
53	CCOC(=O)C1(S(=O)(=O)c2ccccc2)CCN(Cc2ccccc2)CC1	0%	-2%	6%	-5%	-3%	-1%	-5%	-5%
54	CCN(CC)CCC(c1ccc2c(c1)OCO2)c1c(OC)cc(OC)c2c(C)cc(=O)oc12 (stereo not drawn)	-6%	nt	nt	-3%	nt	nt	-5%	12%
55	O=[N+]([O-])c1ccc(S(=O)(=O)NCCc2cn3ccccc3n2)cc1	-3%	2%	0%	-2%	11%	-1%	4%	-4%
56	O=C(COC(=O)c1n[nH]c2ccccc12)Nc1ccc([N+](=O)[O-])cc1	0%	?	53%[activator]	-3%	-18%	-1%	4%	10%
57	CCC1(C)Cc2ccccc2-c2nc(-c3ccccc3)oc(=O)c21 (stereo not drawn)	-2%	-6%	4%	-2%	nt	4%	-9%	i
58	O=C(NCCCN1CCCC1=O)Nc1ccc(F)c(Cl)c1	11%	12%	-4%	-5%	3%	1%	-11%	-10%
59	Oc1ccc(C2C(c3ccccc3)=NN=C(c3ccccc3F)N2O)c(O)c1 (stereo not drawn)	-1%	-5%	5%	-2%	-17%	?	-10%	-3%
60	Cc1n[nH]c(C)c1CCC(=O)N/N=C/c1cccc([N+](=O)[O-])c1	-3%	2%	0%	-1%	2%	4%	-5%	-4%
61	OC(COc1cccc2ccccc12)CN1CCCC1 (stereo not drawn)	2%	-5%	0%	2%	0%	9%	-8%	-4%

# Screens: PubChem BioAssay, National Center for Advancing Translational Sciences (NCATS)
